Screening results: PubChem, several laboratories
NS5 inhibitors: flavivirus cap methylation enzyme inhibition – biochemical, confirmation dose response, primary screen (AID 588689); Dengue-2 NS5 methyltransferase capping enzyme assay, biochemical; higher % means a stronger effect; inhibition, % at 25 µM, or IC50 in µM where a hit was titrated; 0.3% of 340,000 active; in the data active = a potency from the dose series
SV40 large T antigen: TAg ATPase/helicase activity blockers – biochemical (AID 1903). inhibition, % at 20 µM, or IC50 in µM where a hit was titrated. SV40 large T antigen ATPase/helicase inhibition assay; higher % means a stronger effect. 0.39% of 310,000 active; in the data active = a potency from the dose series; also: strong numbers were not always called active
Yfh1-depleted yeast: enhancers of respiration in Yfh1-depleted yeast, dose response, Friedreich's ataxia, plus single-dose screen (AID 1465) | S. cerevisiae Yfh1-off respiration, WST-1 reduction, 72 h; higher fold induction means a stronger effect | fold induction at 50 µM; hits with a dose series show EC50 in µM | 0.074% of 220,000 active;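 active = fold induction of absorbance versus untreated yeast above a set limit, then at least 30% activation at any dose in follow-up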;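 also: activators that raise dye reduction in frataxin-depleted yeast; strong numbers were not always called active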
GPR35 antagonists: GPR35 antagonists blocking zaprinast-driven arrestin recruitment, primary screen, imaging, U2OS, beta-arrestin-GFP, zaprinast agonist (AID 2058). U2OS GPR35 beta-arrestin-GFP translocation imaging, zaprinast antagonism; higher % means a stronger effect. one-dose inhibition, % at 10 µM; IC50 in µM for titrated hits. 0.052% of 290,000 active;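 active = inhibition of at least 50% with at least 30 cells and total cytoplasm GFP at most 10,000,000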
GPR55 beta-arrestin: selective activators of receptor GPR55 – imaging, U2OS cells, beta-arrestin-GFP redistribution, primary screen (AID 1961). U2OS GPR55 beta-arrestin-GFP redistribution imaging; higher % means a stronger effect. activation, % at 10 µM; hits with a dose series show EC50 in µM. 0.048% of 290,000 active;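 active = activation above 40% with more than 50 cells counted in the well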;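 also: U2OS osteosarcoma cells stably expressing GPR55 and beta-arrestin-GFP; plate controls were DMSO negative control for no effect and LPI positive control for full effect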
AID2073: inhibitors of Mint1-CaV2.2 protein interaction, biochemical, HTRF (AID 2073) | HTRF protein-protein interaction, Mint1-CaV2.2; higher % means a stronger effect | one-dose inhibition, % at 20 µM; IC50 in µM for titrated hits | 0.19% of 290,000 active; in the data active = inhibition mostly above about 51%, no sharp cut-off; also: some results filed as inactive read as strong as hits
GPR55 antagonists: GPR55 antagonists blocking LPI-driven arrestin recruitment, primary screen, imaging, U2OS, beta-arrestin-GFP, LPI agonist (AID 2013); U2OS GPR55 beta-arrestin-GFP translocation imaging, LPI antagonism; higher % means a stronger effect; inhibition, % at 10 µM; hits with a dose series show IC50 in µM; 0.13% of 290,000 active;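 active = spots per cell inhibited over 60%, with over 100 cells counted and total cytoplasm intensity under 500,000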;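 also: U2OS cells stably carrying GPR55 and arrestin-GFP stimulated by 5 µM LPI near EC80; imaged beta-arrestin-GFP aggregate spots per cell after agonist stimulation; plate controls were LPI-stimulated DMSO wells for no effect and DMSO wells without LPI for full effect; some results filed as inactive read as strong as hits; confirmed hits need IC50 under 10 µM and bright autofluorescent wells are also inconclusive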
NTR1 agonist: NTR1-driven beta-arrestin-GFP spot formation – imaging, U2OS cells, high content, primary screen (AID 493036); P30989; agonist mode; activation, % at 20 µM; 0.17% of 330,000 active;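 active = activation at or above 40% of the spot to cytoplasm intensity ratio, with at least 20 cells analyzed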;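 also: 0% = DMSO without peptide and 100% = 100 nM NTR1 peptide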
Target sequence (P30989 whole entry, looked up): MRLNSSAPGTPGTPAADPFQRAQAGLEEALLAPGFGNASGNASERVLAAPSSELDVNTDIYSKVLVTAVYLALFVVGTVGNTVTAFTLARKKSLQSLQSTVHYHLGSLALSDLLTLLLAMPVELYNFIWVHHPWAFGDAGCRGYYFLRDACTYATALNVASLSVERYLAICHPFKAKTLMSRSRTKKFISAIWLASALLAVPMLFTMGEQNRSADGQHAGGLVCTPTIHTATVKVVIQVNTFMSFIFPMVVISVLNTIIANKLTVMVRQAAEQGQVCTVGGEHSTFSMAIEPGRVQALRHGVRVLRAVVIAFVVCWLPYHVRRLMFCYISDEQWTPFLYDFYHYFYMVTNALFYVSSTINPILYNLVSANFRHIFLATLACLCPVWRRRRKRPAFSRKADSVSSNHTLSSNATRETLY
MgcRacGAP inhibition: MgcRacGAP GTPase-activating activity inhibitors, confirmation, biochemical, ADP Hunter fluorescence; MgcRacGAP-stimulated Rac1 GTP hydrolysis, ADP Hunter fluorescence; higher % means a stronger effect; GST-tagged Rac1 F28L mutant substrate; one-dose inhibition, % at 30 µM; IC50 in µM for titrated hits; 0.6% of 340,000 active;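 active = first-screen hits whose inhibition reached a set limit at any dose in the follow-up dose series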;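 also: fluorescence reports GDP produced by GAP-driven GTP hydrolysis; strong numbers were not always called active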
NTR1 agonist cell count 20 µM: also measured in NTR1 agonist; calls as there; cell count; measured here: cell count, cytotoxicity flag
NS5 inhibitors pilot replicate: further read-out of NS5 inhibitors, marked with its call; inhibition, %; measured here: pilot screen replicate inhibition
The depositor's hits bear a star.

Results for COC(=O)c1cc(OC)c(OC)cc1NC(=O)c1cc(C(C)(C)C)oc1C ?
NS5 inhibitors: 5%; SV40 large T antigen: 21%; Yfh1-depleted yeast: inactive; GPR35 antagonists: -12%; GPR55 beta-arrestin: 0.5%; AID2073: 0%; GPR55 antagonists: 8%; NTR1 agonist: 5.1; MgcRacGAP inhibition: 6%; NTR1 agonist cell count 20 µM: 52

What do the screens show for `COc1ccc(/C=N/NC(=O)c2ccc(F)cc2)cc1CN1CCc2cc(OC)c(OC)cc2C1C` (stereo not drawn)?
NS5 inhibitors: -5%; SV40 large T antigen: 7%; Yfh1-depleted yeast: inactive; GPR35 antagonists: 19%; GPR55 beta-arrestin: 0.2%; AID2073: 5%; GPR55 antagonists: 15%; NTR1 agonist: 0.5; MgcRacGAP inhibition: 8%; NTR1 agonist cell count 20 µM: 65

What do the screens show for `CCOc1ccc(NC(=O)Nc2ccc(N(C)C(C)=O)cc2)cc1`?
NS5 inhibitors: -7%; SV40 large T antigen: 9%; Yfh1-depleted yeast: inactive; GPR35 antagonists: -1%; GPR55 beta-arrestin: -0.1%; AID2073: 0%; GPR55 antagonists: 3%; NTR1 agonist: -0.6; MgcRacGAP inhibition: 8%; NTR1 agonist cell count 20 µM: 77

Results for COc1ccc(NS(=O)(=O)c2ccc3[nH]c(=O)[nH]c3c2)cc1 ?
NS5 inhibitors: -12%; SV40 large T antigen: 2%; GPR35 antagonists: -9%; GPR55 beta-arrestin: -0.2%; AID2073: 3%; GPR55 antagonists: 3%; NTR1 agonist: 0.6; MgcRacGAP inhibition: 9%; NTR1 agonist cell count 20 µM: 65

Results for O=C(O)C1OC2OC3(CCCCC3)OC2C2OC3(CCCCC3)OC12 (stereo not drawn) ?
NS5 inhibitors: -4%; SV40 large T antigen: -16%; Yfh1-depleted yeast: inactive; GPR35 antagonists: 21%; GPR55 beta-arrestin: 0.3%; AID2073: 25%; GPR55 antagonists: 12%; NTR1 agonist: 0.0; MgcRacGAP inhibition: -6%; NTR1 agonist cell count 20 µM: 59

How did O=C(CCCN1C(=O)c2ccccc2C1=O)Nc1ccc(S(=O)(=O)N2CCCCC2)cc1 do in these assays?
NS5 inhibitors: 0%; SV40 large T antigen: -2%; Yfh1-depleted yeast: inactive; GPR35 antagonists: 4%; GPR55 beta-arrestin: -0.1%; AID2073: 14%; GPR55 antagonists: 3%; NTR1 agonist: 0.2; MgcRacGAP inhibition: -6%; NTR1 agonist cell count 20 µM: 65

What do the screens show for `O=C(N=C1SC2CS(=O)(=O)CC2N1Cc1ccccc1Cl)C1CCCO1` (stereo not drawn)?
NS5 inhibitors: -6%; SV40 large T antigen: 12%; GPR35 antagonists: 20%; GPR55 beta-arrestin: -0.2%; AID2073: 2%; GPR55 antagonists: 14%; NTR1 agonist: 0.1; MgcRacGAP inhibition: 5%; NTR1 agonist cell count 20 µM: 61

What do the screens show for `Cc1c(OCC(=O)NCc2ccncc2)ccc2c3c(c(=O)oc12)CCCC3`?
NS5 inhibitors: 5%; SV40 large T antigen: 1%; GPR35 antagonists: -20%; GPR55 beta-arrestin: -0.1%; AID2073: 13%; GPR55 antagonists: -16%; NTR1 agonist: 0.5; MgcRacGAP inhibition: 6%; NTR1 agonist cell count 20 µM: 62

How did O=C(NNC(=O)c1ccc(Cl)c(Cl)c1)c1cccnc1 do in these assays?
NS5 inhibitors: 1%; SV40 large T antigen: 8%; GPR35 antagonists: -8%; GPR55 beta-arrestin: -0.1%; AID2073: -1%; GPR55 antagonists: 5%; NTR1 agonist: -0.6; MgcRacGAP inhibition: 8%; NTR1 agonist cell count 20 µM: 66

What do the screens show for `CCN(CC)c1nc2cc(OC)ccc2cc1C#N`?
NS5 inhibitors: -13%; SV40 large T antigen: 5%; GPR35 antagonists: -5%; GPR55 beta-arrestin: -0.5%; AID2073: 9%; GPR55 antagonists: -2%; NTR1 agonist: -1.2; MgcRacGAP inhibition: 11%; NTR1 agonist cell count 20 µM: 58

How did COc1cccc2cc(C(=O)Nc3cc(Cl)ccc3N3CCOCC3)c(=O)oc12 do in these assays?
NS5 inhibitors: 7%; SV40 large T antigen: -4%; GPR35 antagonists: 4%; GPR55 beta-arrestin: -0.2%; AID2073: 10%; GPR55 antagonists: 15%; NTR1 agonist: -1.2; MgcRacGAP inhibition: 9%; NTR1 agonist cell count 20 µM: 67; NS5 inhibitors pilot replicate: -5.5

What do the screens show for `CCN1C(=O)C(CC(=O)Nc2ccc(F)cc2)N(CCc2ccc(OC)cc2)C1=S` (stereo not drawn)?
NS5 inhibitors: 0%; SV40 large T antigen: 20%; Yfh1-depleted yeast: inactive; GPR35 antagonists: 2%; GPR55 beta-arrestin: 0.4%; AID2073: 2%; GPR55 antagonists: -5%; NTR1 agonist: 4.7; MgcRacGAP inhibition: 1%; NTR1 agonist cell count 20 µM: 27

Results for Oc1c(Br)cc(/C=N/Nc2ccc(Cl)nn2)cc1Br ?
NS5 inhibitors: 27%; SV40 large T antigen: 32%; GPR35 antagonists: -13%; GPR55 beta-arrestin: 0.7%; AID2073: 14%; GPR55 antagonists: 2%; NTR1 agonist: 0.4; MgcRacGAP inhibition: 21%; NTR1 agonist cell count 20 µM: 96

What do the screens show for `Cc1nn(S(=O)(=O)c2cccc([N+](=O)[O-])c2)c(C)c1Br`?
NS5 inhibitors: -3%; SV40 large T antigen: 15%; Yfh1-depleted yeast: inactive; GPR35 antagonists: -2%; GPR55 beta-arrestin: -0.1%; AID2073: 2%; GPR55 antagonists: -11%; NTR1 agonist: 1.3; MgcRacGAP inhibition: 5%; NTR1 agonist cell count 20 µM: 43

Results for COc1ccc(CNC(=O)CSc2nc(-c3ccccc3)cc(-c3cccs3)c2C#N)cc1 ?
NS5 inhibitors: -6%; SV40 large T antigen: 3%; Yfh1-depleted yeast: inactive; GPR35 antagonists: -10%; GPR55 beta-arrestin: -0.1%; AID2073: 10%; GPR55 antagonists: -3%; NTR1 agonist: 1.6; MgcRacGAP inhibition: 12%; NTR1 agonist cell count 20 µM: 86

Results for Cc1ccccc1Cn1c(-c2cncs2)nc2ccccc21 ?
NS5 inhibitors: 0%; SV40 large T antigen: 5%; Yfh1-depleted yeast: inactive; GPR35 antagonists: -14%; GPR55 beta-arrestin: -0.1%; AID2073: 4%; GPR55 antagonists: 18%; NTR1 agonist: -4.5; MgcRacGAP inhibition: 1%; NTR1 agonist cell count 20 µM: 93

What do the screens show for `Cc1cccc(OCc2nnc(SCC(=O)Nc3sc(C)c(C)c3C#N)n2C)c1`?
NS5 inhibitors: 2%; SV40 large T antigen: 13%; Yfh1-depleted yeast: inactive; GPR35 antagonists: -2%; GPR55 beta-arrestin: -0.3%; AID2073: 8%; GPR55 antagonists: 2%; NTR1 agonist: 0.5; MgcRacGAP inhibition: 6%; NTR1 agonist cell count 20 µM: 90

Results for COc1ccc(C)cc1S(=O)(=O)Nc1ccncc1 ?
NS5 inhibitors: -4%; SV40 large T antigen: 2%; Yfh1-depleted yeast: inactive; GPR35 antagonists: -29%; GPR55 beta-arrestin: -0.2%; AID2073: -3%; GPR55 antagonists: 3%; NTR1 agonist: 1.4; MgcRacGAP inhibition: 1%; NTR1 agonist cell count 20 µM: 53

How did O=C1C2C3C=CC(C3)C2C(=O)N1c1cccnc1 (stereo not drawn) do in these assays?
NS5 inhibitors: 0%; SV40 large T antigen: 24%; Yfh1-depleted yeast: inactive; GPR35 antagonists: -16%; GPR55 beta-arrestin: 0.1%; AID2073: -4%; GPR55 antagonists: 9%; NTR1 agonist: 1.3; MgcRacGAP inhibition: 2%; NTR1 agonist cell count 20 µM: 47

What do the screens show for `COc1ccc(C(=O)N2CC3(CC(c4cccc(NC(=O)CC(c5ccccc5)c5ccccc5)c4)=NO3)C[C@H]2C(N)=O)cc1` (stereo partly drawn)?
NS5 inhibitors: -14%; SV40 large T antigen: 6%; Yfh1-depleted yeast: inactive; GPR35 antagonists: -1%; GPR55 beta-arrestin: -0.1%; AID2073: 24%; GPR55 antagonists: 9%; NTR1 agonist: -0.7; MgcRacGAP inhibition: 4%; NTR1 agonist cell count 20 µM: 59

Two compounds picked at random from those above:
What do the screens show for `COc1ccc(/C=N/NC(=O)c2ccc(F)cc2)cc1CN1CCc2cc(OC)c(OC)cc2C1C` (stereo not drawn)?
NS5 inhibitors: -5%; SV40 large T antigen: 7%; Yfh1-depleted yeast: inactive; GPR35 antagonists: 19%; GPR55 beta-arrestin: 0.2%; AID2073: 5%; GPR55 antagonists: 15%; NTR1 agonist: 0.5; MgcRacGAP inhibition: 8%; NTR1 agonist cell count 20 µM: 65

Results for COC(=O)c1cc(OC)c(OC)cc1NC(=O)c1cc(C(C)(C)C)oc1C ?
NS5 inhibitors: 5%; SV40 large T antigen: 21%; Yfh1-depleted yeast: inactive; GPR35 antagonists: -12%; GPR55 beta-arrestin: 0.5%; AID2073: 0%; GPR55 antagonists: 8%; NTR1 agonist: 5.1; MgcRacGAP inhibition: 6%; NTR1 agonist cell count 20 µM: 52

Further records follow.
How did N#CC1=C2N=C(N)c3ccccc3N2C2=C(C(=O)CCC2)C1c1ccc(F)cc1 (stereo not drawn) do in these assays?
NS5 inhibitors: 0%; SV40 large T antigen: 7%; Yfh1-depleted yeast: inactive; GPR35 antagonists: -5%; GPR55 beta-arrestin: 0.0%; AID2073: 13%; GPR55 antagonists: 13%; NTR1 agonist: 1.5; MgcRacGAP inhibition: 9%; NTR1 agonist cell count 20 µM: 64

What do the screens show for `O=S(=O)(Nc1ccc(-c2cn3c(n2)SCC3)cc1)c1ccccc1F`?
NS5 inhibitors: -6%; SV40 large T antigen: 14%; GPR35 antagonists: -2%; GPR55 beta-arrestin: -0.1%; AID2073: 8%; GPR55 antagonists: 4%; NTR1 agonist: 0.9; MgcRacGAP inhibition: 7%; NTR1 agonist cell count 20 µM: 69

How did CN(C)Cc1nc2c([nH]1)c(=O)n(C)c(=O)n2C do in these assays?
NS5 inhibitors: -1%; SV40 large T antigen: 16%; Yfh1-depleted yeast: inactive; GPR35 antagonists: 0%; GPR55 beta-arrestin: -0.1%; AID2073: 9%; GPR55 antagonists: 11%; NTR1 agonist: -2.9; MgcRacGAP inhibition: 7%; NTR1 agonist cell count 20 µM: 34

Results for CN1C(=O)N(C)C2(c3ccccc3)NNC(N)=NC12c1ccccc1 (stereo not drawn) ?
SV40 large T antigen: 14%; Yfh1-depleted yeast: inactive; GPR35 antagonists: 3%; GPR55 beta-arrestin: -0.1%; AID2073: 48%; GPR55 antagonists: -9%; NTR1 agonist: 0.3; NTR1 agonist cell count 20 µM: 41

What do the screens show for `COc1ccc(COC(=O)CCNC(=O)c2ccc(Cl)cc2)cc1`?
NS5 inhibitors: -5%; SV40 large T antigen: 9%; NTR1 agonist: -0.3; MgcRacGAP inhibition: 5%; NTR1 agonist cell count 20 µM: 51

Results for O=C(/C=C/c1ccc(F)cc1)NC(=S)Nc1ccccc1O ?
NS5 inhibitors: -6%; SV40 large T antigen: 3%; GPR35 antagonists: -9%; GPR55 beta-arrestin: 0.0%; AID2073: 7%; GPR55 antagonists: 17%
